Compound activity as filed in PubChem BioAssay.
LNCaP diff act: activators of LNCaP prostate cell differentiation, primary screen, flow cytometry side scatter | hit rate 0.56% among 24,000 | 4 d | side scatter shift, % at 10 µM;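 active = side scatter shift above 30%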;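 also: androgen-responsive LNCaP prostate cancer cells in charcoal-stripped serum medium; percent of cells past a gate set so DMSO wells show 10% shift; higher shift means more granular cells and more differentiation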
Jurkat autofluor: compound autofluorescence on Jurkat cells, primary screen, artefact control for VLA-4 allosteric ligand project, cell-based, flow cytometry | fluorescence ratio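 (tested at 10 µM compound in the well)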 | AID 576, 2007 | stronger effect = higher value; 1 = vehicle-only cell background | hit rate 0.61% among 24,000;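 active = fluorescence ratio above 2.44, which is 1 plus 3 SD of all ratios; inconclusive = signal too bright to measure linearly, ratio around 10 or more; inactive = fluorescence ratio below 2.44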;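 also: green fluorescence of cells measured with 488 nm excitation and 530 nm emission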
VLA-4 allo ag: enhancers of LDV-FITC binding to VLA-4 integrin, primary screen, Jurkat cells, flow cytometry; 24,000 tested, under 10 active; Integrin alpha-4 (Homo sapiens), P13612; activation, % at 10 µM (by protocol); AID 528, 2006;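 active = fluorescent ligand binding to cells raised by more than 40% of the manganese-induced maximum; inconclusive = compound's own fluorescence above 85% of the ligand control signal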;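 also: 0% = ligand binding without compound and 100% = manganese-stimulated maximal binding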
Target sequence (P13612 whole entry, looked up): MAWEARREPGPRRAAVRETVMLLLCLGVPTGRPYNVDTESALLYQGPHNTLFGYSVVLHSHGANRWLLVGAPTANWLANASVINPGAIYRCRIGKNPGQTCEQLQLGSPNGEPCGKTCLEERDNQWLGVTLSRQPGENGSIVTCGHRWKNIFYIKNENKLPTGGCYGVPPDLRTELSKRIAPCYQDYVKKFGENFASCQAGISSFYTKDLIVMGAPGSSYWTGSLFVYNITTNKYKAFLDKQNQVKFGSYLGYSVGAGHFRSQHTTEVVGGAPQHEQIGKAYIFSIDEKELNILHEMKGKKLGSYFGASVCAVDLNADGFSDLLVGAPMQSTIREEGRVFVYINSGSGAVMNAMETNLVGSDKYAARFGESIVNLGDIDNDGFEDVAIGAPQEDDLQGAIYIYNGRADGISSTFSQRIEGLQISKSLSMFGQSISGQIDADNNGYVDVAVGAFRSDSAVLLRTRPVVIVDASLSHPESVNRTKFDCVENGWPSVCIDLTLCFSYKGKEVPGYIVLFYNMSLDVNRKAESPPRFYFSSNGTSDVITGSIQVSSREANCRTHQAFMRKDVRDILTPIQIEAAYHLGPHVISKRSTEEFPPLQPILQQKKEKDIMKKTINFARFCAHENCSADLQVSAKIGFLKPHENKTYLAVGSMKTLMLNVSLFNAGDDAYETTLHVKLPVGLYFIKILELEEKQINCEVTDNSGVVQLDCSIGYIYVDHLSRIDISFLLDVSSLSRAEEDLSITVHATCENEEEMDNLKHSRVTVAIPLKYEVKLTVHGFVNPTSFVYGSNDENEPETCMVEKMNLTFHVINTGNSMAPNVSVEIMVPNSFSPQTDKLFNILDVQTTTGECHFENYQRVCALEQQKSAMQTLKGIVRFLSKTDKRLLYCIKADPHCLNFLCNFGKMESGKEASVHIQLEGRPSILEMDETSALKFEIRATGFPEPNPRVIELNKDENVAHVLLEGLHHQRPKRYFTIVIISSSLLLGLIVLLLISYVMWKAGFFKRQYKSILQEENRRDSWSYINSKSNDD
VLA-4 antagonist: inhibitors of LDV-FITC binding to Mn2+-activated VLA-4, primary screen, Jurkat cells | Integrin alpha-4 (Homo sapiens), P13612 | LDV-FITC binding with Mn2+, flow cytometry; 100% = Mn2+-driven binding gain fully reversed | inhibition, % at 10 µM (by protocol) | hit rate 0.2% among 24,000 | AID 529, 2006;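 active = inhibition above 50%; inconclusive = compound itself fluorescent, judged against control cell fluorescence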;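 also: 0% = Mn2+ stimulated cells lacking compound and 100% = ligand binding without Mn2+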
Active calls of the source: *; ? = inconclusive; · = no result given.

SMILES	LNCaP diff act	Jurkat autofluor	VLA-4 allo ag	VLA-4 antagonist
Cc1ccc(CCN2CC(C(=O)NCCCN(C)Cc3ccccc3)CC2=O)cc1 (stereo unspecified)	13.0	1.13	-2.5	-9.5
COc1ccc(CCn2c(=N)c(C(=O)NCc3ccco3)cc3c(=O)n4ccccc4nc32)cc1	27.0	1.33	5.5	-15.5
CCCCC(=NCCO)C1=C(O)C(C(=O)OC)C(C)(C)CC1=O (stereo unspecified)	15.0	1.03	6.5	-10.0
Cc1cc(C)cc(N(CC(=O)NCC2CCCO2)S(=O)(=O)c2c(C)noc2C)c1 (stereo unspecified)	3.0	0.98	-3.0	-10.0
Cc1nnc2ccc(N3CCN(c4cccc(C(F)(F)F)c4)CC3)nn12	5.0	1.02	3.5	-11.0
C=CCn1c(N)nc2ccccc21	11.0	1.01	-4.0	-27.0
CC(=O)NC(Cc1cc(C)ccc1C)C(=O)N1CCN(C(=O)Nc2ccc(C(C)=O)cc2)CC1 (stereo unspecified)	4.0	1.06	1.0	-20.5
CC1(C)CC(=O)c2c(-c3cccnc3)n[nH]c2C1	4.0	1	-2.0	-2.0
COCCNC(=O)CSc1nc2nc(C)cc(C)n2n1	6.0	1	-1.0	-14.0
COCCCNC(=O)CCc1nc2cccnc2n1Cc1ccccc1	11.0	0.97	2.0	-5.0
CN(CCNC(=O)c1cccc(N2CCCC2=O)c1)Cc1ccccc1	15.0	1.12	3.5	-18.5
Cc1cc(NC(=O)C2CCCN(S(=O)(=O)c3cnc[nH]3)C2)ccc1Br (stereo unspecified)	4.0	1.16	?	?
Cn1c(SCc2c(F)cccc2Cl)nnc1-c1cccs1	14.0	1.05	-4.0	-14.5
O=C(CCC1CCCCC1)Nc1c2c(nn1-c1ccc(F)cc1)CS(=O)C2 (stereo unspecified)	6.0	0.96	5.0	9.0
CCC(=O)/C=C1\Sc2ccc(OC)cc2N1CCO	11.0	1.02	4.0	-15.0
O=C(O)c1ccc2c(c1)N(Cc1ccccc1)C(=O)c1ccccc1S2=O (stereo unspecified)	1.0	1.03	-3.0	9.0
Cc1noc(/C=C/N(C)C)c1S(=O)(=O)N1CCCC(C(=O)NCc2ccc(Cl)cc2)C1 (stereo unspecified)	10.0	1.07	-3.0	-3.0
COc1ccc(CNC(=O)C(NS(=O)(=O)c2ccc3c(c2)CCCN3C(C)=O)C(C)C)cc1 (stereo unspecified)	14.0	0.93	1.0	-8.0
COc1ccccc1C(=O)Nc1ccc(S(=O)(=O)N2CCOCC2)cc1	9.0	1.01	3.0	-18.0
O=C1C2CCCN2C(c2ccccc2F)N1c1cccc(Cl)c1 (stereo unspecified)	11.0	1.03	-2.0	-2.0
O=C(NCCN1CCOCC1)c1cc(-c2ccco2)on1	5.0	1.03	0.0	7.0
COc1ccc(OC)c(C2C(C(=O)Nc3cccnc3)=C(C)NC3=C2C(=O)CCC3)c1 (stereo unspecified)	13.0	0.99	9.5	-18.5
COc1ccc(-c2cc(N)n(CCC#N)n2)c(OC)c1	14.0	1.03	-4.0	-16.0
CC(=O)c1cc(-c2ccccc2)n(CCC(=O)NCc2cccs2)c1C	5.0	1.03	2.0	6.0
O=C(Cn1ncc2c(=O)oc3ccccc3c21)NCC1CCCO1 (stereo unspecified)	4.0	1.03	1.0	3.7

Overlap with the part before: 2 compounds, followed by the next part.
SMILES	LNCaP diff act	Jurkat autofluor	VLA-4 allo ag	VLA-4 antagonist
CC(=O)c1cc(-c2ccccc2)n(CCC(=O)NCc2cccs2)c1C	5.0	1.03	2.0	6.0
O=C(Cn1ncc2c(=O)oc3ccccc3c21)NCC1CCCO1 (stereo unspecified)	4.0	1.03	1.0	3.7
CCOC(=O)C1CCN(C(=O)COc2ccc(Cl)cc2Cl)CC1	11.0	1.05	0.0	-8.5
COc1ccccc1N1CCN(C(=O)c2cccc(N3C(=O)NC4CC3(C)Oc3ccccc34)c2)CC1 (stereo unspecified)	5.0	1.15	3.0	-5.0
COc1cccc(OCC(O)CN(CCO)Cc2ccccc2)c1 (stereo unspecified)	15.0	1.02	-7.0	-15.0
Cc1ccc(-c2cc(C(F)(F)F)n3nc(C(=O)N4CCCC4)cc3n2)cc1	12.0	1.02	-1.0	2.5
c1ccc(-c2ccccc2OCCn2cncn2)cc1	12.0	0.92	-1.0	-6.0
CC(=O)Nc1ccc(Cc2ccncc2)cc1	12.0	1.05	?	?
CCOC(=O)N1CCN(C(=O)c2cccc(NC3=NC4CS(=O)(=O)CC4S3)c2)CC1 (stereo unspecified)	11.0	1.06	0.0	-1.0
COc1ccc(-c2nc(CS(=O)CC(=O)NCc3ccc(Cl)cc3)c(C)o2)cc1 (stereo unspecified)	13.0	1.94	?	24.0
Cc1cc(C)cc(NC(=O)C2CCN(S(=O)(=O)c3c(C)n[nH]c3C)CC2)c1	9.0	1.04	-1.0	7.0
COCn1c(COc2ccccc2)nc2ccccc21	10.0	1	-2.5	-3.5
Cc1ccc(CCNC(=O)C2CCN(S(=O)(=O)c3cccc4nonc34)CC2)cc1	8.0	1.15	-8.0	13.0
Cn1cccc1Cc1nnc(SCC(=O)Nc2ccccc2F)n1-c1ccc(F)cc1	6.0	1.02	-5.3	8.3
O=C(NCc1ccccc1)N1CCN(c2ccc(Cl)c(Cl)c2)CC1	9.0	1.03	1.0	-1.0
COc1ccc2cc(C#N)c(N3CCN(Cc4nnnn4CCC(C)C)CC3)nc2c1	17.0	1.09	6.5	-5.0
COCCNC(=O)C1CC(c2cccc(OC)c2)=NO1 (stereo unspecified)	7.0	1.12	-1.0	1.0
CCCOc1ccccc1C1CC(=O)Nc2cc3c(cc21)OCO3 (stereo unspecified)	27.0	0.93	3.0	-25.0
O=C(Nc1ccccn1)C1CCN(S(=O)(=O)c2cccc3nonc23)CC1	2.0	0.96	0.0	7.0
CCN(C1CCCCC1)S(=O)(=O)c1ccc(OC)c(C)c1	9.0	0.93	3.5	-20.5
Nc1c(C(=O)NCc2ccccc2)nnn1Cc1ccc(F)cc1	4.0	1.12	5.0	-10.0
COc1cc(C2=NOC(C(=O)N3CCOCC3)C2)cc(OC)c1OC (stereo unspecified)	11.0	1.01	5.0	11.0
COc1ccc(CCNC(=O)Cn2c(-c3nonc3N)nc3ccccc32)cc1OC	10.0	1.37	?	?
Cc1cccc(N2CCN(C(=O)c3cc4ccccc4oc3=O)CC2)c1C	3.0	1.03	-1.5	5.5
CCOc1ccc(-c2cc(CCCC(=O)Nc3cccc(OC)c3)no2)cc1	2.0	0.96	-5.0	17.0
Cc1ccc2c(c1)NC(=O)C(CC(=O)NCCCN1CCN(C3CCCCC3)CC1)O2 (stereo unspecified)	17.0	0.77	?	?
COc1ccc(-n2[nH]c(C)cc2=O)cc1	22.0	1.06	4.0	-27.5
CC1CCCCN1CCNC(=O)c1cc2c(=O)n(C)c3ccccc3c2n1C (stereo unspecified)	10.0	1.26	-2.0	6.0
O=C(C1CC1)N1CCc2cc(S(=O)(=O)NCCC3=CCCCC3)ccc21	4.0	1.09	-14.0	2.0
CC1Cc2ccccc2N1C(=O)COC(=O)Cn1nnc(-c2ccccc2)n1 (stereo unspecified)	12.0	1.22	-6.5	9.0
CN1CCc2c(sc3c2c(=O)n(-c2cccc(Cl)c2)c2nncn32)C1	3.0	1.11	-0.5	-10.5
COCCn1c(SCC(=O)Nc2nnc(C)s2)nnc1-c1ccncc1	10.0	1.01	3.5	-22.5
O=C(NC1CC1)c1ccc(COc2ccc(F)cc2)o1	8.0	1.1	-9.0	19.0
CC(C)Sc1nnc(Cn2c(=O)sc3ccccc32)n1-c1ccccc1	12.0	1.39	?	1.0
N#CC1=C(N)Oc2nc(-c3ccccc3)[nH]c2C1c1cccnc1 (stereo unspecified)	1.0	1.09	-4.0	29.0
CCC(Oc1ccccc1)C(=O)Nc1ccccc1OC (stereo unspecified)	12.0	0.98	-5.0	-2.0
CCCn1nnc(NCc2ccc(OCc3cccs3)c(OC)c2)n1	4.0	1.1	-1.5	1.5
O=C(Nc1ccc2snnc2c1)N1CCN(c2ccccc2)CC1	6.0	0.99	-1.0	-14.0
Cc1cccc(OCc2nc(-c3nonc3N)no2)c1C	8.0	1.07	-1.0	-3.0
O=C(NCCN1C(=O)C2C3C=CC(C3)C2C1=O)N1CCCCC1 (stereo unspecified)	7.0	0.85	-7.3	-11.0
Cn1c2ccccc2c2cnn(CC(=O)N3CCN(c4ncccn4)CC3)c(=O)c21	3.0	1.27	-9.0	-2.0
CC(C)CCN(C)C1CCN(S(=O)(=O)c2ccc(F)cc2)CC1	5.0	1.01	4.0	-5.0
COc1ccccc1CNC(=O)C1CCCN(S(=O)(=O)c2cnc[nH]2)C1 (stereo unspecified)	2.0	1.1	-4.5	5.0
O=C(NCCCN1CCCC1=O)c1ccc(CNS(=O)(=O)c2ccc(F)cc2)cc1	15.0	1.08	2.0	7.0
CCOC(=O)N1CCC(c2cc(=O)n3[nH]c(-c4ccccc4)cc3n2)CC1	7.0	0.99	2.0	-12.0
Cc1ccc2ncnc(NCCCN3CCOCC3)c2c1	12.0	1.09	-1.7	-16.7
CCN1CCN(C(=O)C2c3cc(OC)c(OC)cc3C(=O)N3CCc4ccccc4C23)CC1 (stereo unspecified)	10.0	1.02	-3.0	-1.0
CCCN1CCN(CCCNC(=O)c2cc3c(=O)n(C)c4ccccc4c3n2C)CC1	14.0	0.94	4.0	4.0
c1ccc(OCCCn2nnc(-c3cccnc3)n2)cc1	·	1.15	1.0	-2.5
O=C1OC(c2ccccc2)=C/C1=C\N1CCOCC1	9.0	1.36	?	?
O=C(NCC1CCCO1)C1c2ccccc2C(=O)N1C1CCCCCCC1 (stereo unspecified)	3.0	1.13	4.0	-34.0
CCc1ccc2c(c1)C(NC(C)=O)C(=O)N2CC (stereo unspecified)	3.0	1.08	-5.0	-5.0

Three compounds out of the list, ordered by length of the SMILES, smallest number first:
SMILES	LNCaP diff act	Jurkat autofluor	VLA-4 allo ag	VLA-4 antagonist
COCn1c(COc2ccccc2)nc2ccccc21	10.0	1	-2.5	-3.5
COCCNC(=O)CSc1nc2nc(C)cc(C)n2n1	6.0	1	-1.0	-14.0
CC(C)Sc1nnc(Cn2c(=O)sc3ccccc32)n1-c1ccccc1	12.0	1.39	?	1.0

The list goes on:
SMILES	LNCaP diff act	Jurkat autofluor	VLA-4 allo ag	VLA-4 antagonist
Cc1cc(NC(=O)CSc2nc(CCC3CCCC3)nc3ccccc23)no1	6.0	0.98	4.5	-15.0
COc1cccc(N2CCN(C(=O)CN(C)S(=O)(=O)c3ccc4c(c3)CCC(=O)N4)CC2)c1	6.0	1.15	1.5	-13.8
CC1CCN(C(=O)Cn2c(=O)n(Cc3ccc4c(c3)OCO4)c(=O)c3ccccc32)CC1	11.0	1.14	-7.5	0.0
CC(C)(C)C(=O)CNS(=O)(=O)c1ccc(S(=O)(=O)NC2CCCC2)cc1	8.0	1.05	0.5	-1.0
COc1cccc(C2CC(c3ccccc3)n3ncnc3N2)c1 (stereo unspecified)	8.0	1.05	1.0	-5.3
CC1CCN(CC(C)OC(=O)c2ccc3c(c2)OCCO3)CC1 (stereo unspecified)	1.0	1.06	0.0	-28.0
COc1ccc(CC(=O)N2CCN=C2SC)cc1	10.0	0.92	4.0	-2.0
CCOc1ccc(OCC)c(NC(=O)C2CCN(S(=O)(=O)c3cccc4nonc34)CC2)c1	2.0	0.99	2.0	19.0
COc1ccccc1NC(=O)C1=C(C)Nc2nnnn2C1c1ccccc1OC (stereo unspecified)	2.0	1.14	-8.0	-1.5

The list is partial (hit frequency here may not be typical).
